TDP1 block = TDP1 (human) enzyme inhibition; Q9NUW8; recombinant TDP1, AlphaScreen DNA substrate cleavage; Potency, µM (top dose mostly 130 µM), for inactives: at the highest dose activity change, negative = inhibition, actives largely listed as inhibitors; 0.28% of 350,000 active; AID 485290; also: nearly all actives have a fitted effect of over 40% in size
Target sequence (Q9NUW8 whole entry, looked up): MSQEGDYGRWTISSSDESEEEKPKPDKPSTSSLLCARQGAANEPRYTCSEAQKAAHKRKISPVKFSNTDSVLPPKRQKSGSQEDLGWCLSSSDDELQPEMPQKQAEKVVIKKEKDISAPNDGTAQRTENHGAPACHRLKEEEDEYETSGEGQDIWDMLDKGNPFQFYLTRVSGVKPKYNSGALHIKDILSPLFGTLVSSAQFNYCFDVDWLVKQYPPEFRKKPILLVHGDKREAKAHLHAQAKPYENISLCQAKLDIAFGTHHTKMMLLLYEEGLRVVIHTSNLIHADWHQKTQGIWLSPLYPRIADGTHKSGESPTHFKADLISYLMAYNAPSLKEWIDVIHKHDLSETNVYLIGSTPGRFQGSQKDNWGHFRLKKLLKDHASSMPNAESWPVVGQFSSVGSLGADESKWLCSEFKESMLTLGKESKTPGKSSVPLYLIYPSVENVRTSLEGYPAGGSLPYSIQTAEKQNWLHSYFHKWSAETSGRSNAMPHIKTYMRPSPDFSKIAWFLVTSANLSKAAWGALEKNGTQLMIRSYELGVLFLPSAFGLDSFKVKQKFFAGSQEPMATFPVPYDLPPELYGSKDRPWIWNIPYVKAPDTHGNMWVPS
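E. coli-derived human Tdp1, 1 nM final. Cpd preinc 15 min RT; substrate 15 nM final, 5 min RT; AS bead mix 10 ug/ml final, 10 min RT. Signal loss = tyrosine-FITC cleavage. No-enzyme wells = max signal.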
N370S GC = inhibitors or activators of N370S glucocerebrosidase for Gaucher disease; P04062; N370S GC spleen homogenate, 4MU-glucoside fluorescence; Potency, µM (top dose mostly 59.4 µM), for inactives: top-dose activity change, negative = inhibition, usual class: inhibitors; AID 2101; 0.092% of 330,000 active;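 also: 0% = full enzyme activity and -100% = no enzyme basal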
FEN1 inh = human FEN1 inhibition. AID 588795. Potency, µM (highest dose often 114 µM), for the others: top-dose activity change, negative = inhibition, hits mostly inhibitors. 0.35% of 390,000 active. P39748. Recombinant FEN1 flap cleavage, fluorescence, 15 min; also: nearly all actives have a fitted effect of over 65% in size
Target sequence (P39748 whole entry, looked up): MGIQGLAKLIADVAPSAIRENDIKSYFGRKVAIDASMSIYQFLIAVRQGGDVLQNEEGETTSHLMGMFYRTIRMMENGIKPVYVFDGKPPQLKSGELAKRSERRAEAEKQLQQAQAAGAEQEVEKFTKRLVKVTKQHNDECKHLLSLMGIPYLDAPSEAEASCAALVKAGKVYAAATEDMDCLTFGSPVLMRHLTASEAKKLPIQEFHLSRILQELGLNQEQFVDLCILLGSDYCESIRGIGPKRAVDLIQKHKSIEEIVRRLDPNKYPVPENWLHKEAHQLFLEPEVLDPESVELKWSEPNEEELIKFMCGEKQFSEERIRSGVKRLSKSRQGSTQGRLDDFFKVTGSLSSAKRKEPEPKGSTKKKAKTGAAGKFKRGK
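Compounds are tested as a concentration series against 10 nM FEN1; after a 15 min room-temperature preincubation, 50 nM substrate starts cleavage, with plate reads at 0 and 15 min. Normalized responses are fitted by a Hill equation.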
* hit, by the source's call; ? = inconclusive; . = no result given; [ ] = another dose, or the depositor's remark. Calls follow the shape of the dose curve; as a rule, active = well fitted curve in the direction sought with a large enough effect; inconclusive = small, poorly fitted or top-dose-only effect, or another doubt; inactive = no such curve, though single readings can be large; an effect the other way counts as inactive or inconclusive. Unless noted, % is scaled to controls: 0 for no effect and ±100 for the full control effect; potency is read from the fitted curve at half-maximal effect.

SMILES	TDP1 block	N370S GC	FEN1 inh
CC(C)c1nc2ccc(C(=O)NCCCN3CCN(c4ccccc4)CC3)cc2o1	5%	.	5%
Cc1ccc2c(=O)c(C(=O)c3ccccc3)cn(CC(=O)Nc3ccccc3C)c2n1	5%	.	0%
Nc1ccc(Cl)cc1/C(=N/O)c1ccccc1	4%	-8%	-9%
O=C(COC(=O)c1ccc(CO)cc1)Nc1ccc2ccccc2c1	2%	.	13%
CC1CCCC(NC(=O)C2CCN(S(=O)(=O)N3CCCCCC3)CC2)C1C (stereo unspecified)	-3%	5%	3%
CCN1C(=O)C(O)(CC(=O)C(C)(C)C)c2cc(Br)ccc21 (stereo unspecified)	-5%	1%	1%
COc1ccc(NC(=O)CN(C)CC(=O)Nc2ccc(N3CCOCC3)cc2)c([N+](=O)[O-])c1	8%	-1%	0%
Cc1ccn2c(=O)nc(SCC(=O)N3CCN(c4ccccc4)CC3)nc2c1	-9%	6%	-11%
COc1cc(C(=O)Nc2cccc3cccnc23)cc(OC)c1OC	4%	2%	10%
CCN(CC)c1ccc2c(Cl)cc(=O)oc2c1	.	29%	-16%
CCOC(=O)C1CCN(C(=O)c2ccc(N3CCCC3=O)cc2)CC1	-3%	.	0%
Cc1onc(-c2ccccc2)c1C(=O)Nc1ccncc1	7%	0%	-4%
COC(=O)c1ccccc1NC(=O)c1cc(-c2cccs2)on1	-6%	9%	1%
CCN(CC)c1ccc(C=NCCNS(=O)(=O)c2ccc(C)cc2)cc1	1%	-16%	17%
N#CC(C#N)=C(Nc1ccc(F)cc1)SCc1cccc(F)c1	3%	?	-9%
Cc1cc(CNC(=O)CC2C(=O)NCCN2CC(C)(C)C)nn1C (stereo unspecified)	.	0%	-1%
COc1cc([N+](=O)[O-])cc(/C=N\NC(=O)C2COc3ccccc3O2)c1O (stereo unspecified)	8%	7%	17%
O=C(c1ccc(Cl)cc1)C1CCCN(C(=O)c2csnn2)C1 (stereo unspecified)	.	-8%	4%
O=C(CCNC(=O)c1ccc(Br)cc1)OCc1ccccc1Cl	.	3%	8%
Cc1ccc(-n2c(SCc3nc(-c4ccccc4C)no3)nnc2-c2ccncc2)cc1C	10%	.	6%
O=C(NC(=S)Nc1ccc(N2CCOCC2)cc1)c1ccc2c(c1)OCCO2	8%	3%	-7%
CCc1nnc(NC(=O)CN2CCN(CC)CC2)s1	.	1%	-4%
CCOc1ccc2[nH]c(=O)c(CN(CCc3ccccc3)C(=O)c3cnccn3)cc2c1	4%	0%	-2%
Cc1ccc(C)c(N(C(=O)c2csnn2)C(C(=O)NC2CCCC2)c2ccncc2)c1 (stereo unspecified)	-1%[0.0935 µM]	-3%	1%
CC(=O)Nc1ccccc1-c1nc2cc(C#N)c(C#N)cc2[nH]c1=O	.	-4%	-22%
Cc1ccc(S(=O)(=O)CCC(=O)N(C)c2c(N)n(Cc3ccccc3)c(=O)[nH]c2=O)cc1	0%	-4%	12%
O=[N+]([O-])c1ccc(/C=N\NS(=O)(=O)c2ccc(F)cc2)o1	5%[56.1 µM]	-8%	?
Cc1ccc(Cn2c(C(C)Nc3nc(-c4ccc(C)cc4)cs3)nc3cc(Cl)c(Cl)cc32)cc1 (stereo unspecified)	.	-6%	-29%
COc1ccc(C2CC(c3cccs3)=NN2c2ccc(F)cc2)cc1OC (stereo unspecified)	.	?	-16%
CC1(O)C(=O)C=C2C=C(C3CC3)OC=C2C1=O (stereo unspecified)	1%	1%	.
NC(=O)c1ccsc1NC(=O)COC(=O)c1cc(Cl)ccc1O	7%[0.505 µM]	1%	11%
CC(C)Nc1ccc(-c2nc(-c3ccco3)no2)cc1[N+](=O)[O-]	9%	.	0%
O=C(NNC1OC(CO)C(O)C(O)C1O)c1cccnc1 (stereo unspecified)	7%	3%	4%
CCOc1ccc(NC(=O)CC2C(=O)N(c3ccccc3)C(=O)N2C2CCCC2)cc1 (stereo unspecified)	0%	.	-5%
Cc1cccc(/C=C2\Oc3cc(OS(C)(=O)=O)ccc3C2=O)c1	8%	20%	-30%
COc1ccccc1N1CCN(c2ncnc3c2c(-c2ccccc2)cn3-c2cccc(Cl)c2)CC1	3%	.	2%
N[C@@H](CO)c1nnc([C@H](CC(=O)O)NC(=O)C2CCNCC2)o1	6%	1%	-2%
O=C(CCC1CCCN(Cc2ccc3c(c2)OCCO3)C1)NCc1ccccc1F (stereo unspecified)	.	-3%	-8%
COc1ccc(CNC(=O)c2ccc(SC)cc2OC)cc1	2%	19%	13%
COc1cc(OC)cc(C(=O)Nc2ccccc2-c2nnn(CC(=O)Nc3cc(C)on3)n2)c1	0%	0%	1%
Cc1cccc(NC(=S)Nc2ccc(N3CCOCC3)cc2)c1C	-3%	26%	1%
Cc1sc2nc3c(C(=O)N4CCCC4)cc(C(=O)c4ccccc4O)cn3c(=O)c2c1C	-5%	5%	-14%
Cc1ccc(-c2cnc(C3CC3)o2)cc1S(=O)(=O)Nc1cccc(C#N)c1	1%	.	-4%
COc1ccc(OC)c(/C=C/C(=O)N2CCCc3ccccc32)c1	6%	15%	-7%
COc1cc(/C=N\NC(=O)CC#N)ccc1OC/C=C/c1ccccc1	6%[56.1 µM]	0%	10%
COc1cc(/C=N/NC(N)=S)ccc1OCC(=O)N1CCOCC1	0%	-2%	10%
Cc1ccccc1S(=O)Cc1ccc(C(=O)N2CCN(C(=O)c3ccco3)CC2)o1 (stereo unspecified)	3%	0%	22%
COc1ccc(OC)c(CNn2c(-c3cccc(C)c3)nc3ccccc3c2=O)c1	6%	?	-17%
Cc1cccc(N2CCN(C(c3ccncc3)c3nnnn3C(C)(C)C)CC2)c1C (stereo unspecified)	5%	-1%	3%
Cc1cc2c(OCC(CNC(C)(C)C)OC(=O)c3ccccc3)cccc2[nH]1 (stereo unspecified)	7%	-11%	.
COc1ccc(CCNC(=O)COc2ccc(C)nc2[N+](=O)[O-])cc1	7%	-8%	-2%
COc1ccccc1C(=O)N1CCN(Cc2ccc3c(c2)OCO3)CC1	8%	-4%	6%
COC(=O)c1ccc(C2c3[nH]c4ccccc4c3C[C@H]3C(=O)N(C)CC(=O)N23)cc1 (stereo partly specified)	.	-18%	-10%
COc1ccc(NC(=O)C(NS(=O)(=O)c2cccs2)C(C)C)cc1Cl (stereo unspecified)	-16%	-1%	-2%
O=C(NCCN1CCOCC1)c1ccc(/C=C2\Sc3ccccc3N(Cc3ccccc3F)C2=O)cc1	8%	1µM*	?
O=[N+]([O-])c1cccc(C2=NC(c3ccccc3)CO2)c1 (stereo unspecified)	0%	10%	-1%
O=C(Nc1ccc(F)cc1)C1CCN(c2nc3ccccc3n3cccc23)CC1	5%	.	-13%
COc1ccc2c(c1OC)C(=O)N(c1nccs1)C2	0%	14%	2%
O=C(COC(=O)c1ccccc1NC(=O)c1ccccc1)c1ccc([N+](=O)[O-])cc1	5%	11%	-3%
COc1ccc(CSc2nnc(C)n2N)cc1Br	0%	0%	-2%

Full records from above. Order of values: TDP1 block | N370S GC | FEN1 inh
`COc1ccc(NC(=O)C(NS(=O)(=O)c2cccs2)C(C)C)cc1Cl` (stereo unspecified) as listed: -16% | -1% | -2%
`O=C(COC(=O)c1ccccc1NC(=O)c1ccccc1)c1ccc([N+](=O)[O-])cc1` as listed: 5% | 11% | -3%
`COc1ccc(CSc2nnc(C)n2N)cc1Br` as listed: 0% | 0% | -2%
`COc1ccccc1C(=O)N1CCN(Cc2ccc3c(c2)OCO3)CC1` as listed: 8% | -4% | 6%
`Cc1ccc(-c2cnc(C3CC3)o2)cc1S(=O)(=O)Nc1cccc(C#N)c1` as listed: 1% | . | -4%

A draw from above in order of count of non-hydrogen atoms, smallest number first.
SMILES	TDP1 block	N370S GC	FEN1 inh
COc1cc(/C=N/NC(N)=S)ccc1OCC(=O)N1CCOCC1	0%	-2%	10%
COc1ccccc1C(=O)N1CCN(Cc2ccc3c(c2)OCO3)CC1	8%	-4%	6%
O=C(COC(=O)c1ccccc1NC(=O)c1ccccc1)c1ccc([N+](=O)[O-])cc1	5%	11%	-3%

Structural class: those above containing a cyano group.
SMILES	TDP1 block	N370S GC	FEN1 inh
N#CC(C#N)=C(Nc1ccc(F)cc1)SCc1cccc(F)c1	3%	?	-9%
CC(=O)Nc1ccccc1-c1nc2cc(C#N)c(C#N)cc2[nH]c1=O	.	-4%	-22%
Cc1ccc(-c2cnc(C3CC3)o2)cc1S(=O)(=O)Nc1cccc(C#N)c1	1%	.	-4%
COc1cc(/C=N\NC(=O)CC#N)ccc1OC/C=C/c1ccccc1	6%[56.1 µM]	0%	10%

New compounds follow
SMILES	TDP1 block	N370S GC	FEN1 inh
Nc1c(NCCc2ccccc2)c2ccccc2oc1=O	5%	9%	-17%
Cc1cc(S(=O)(=O)N2CCOCC2)ccc1OCC(=O)NCc1ccccn1	2%	0%	3%
COc1ccc(OCC(=O)NNC(=S)NC(=O)C2CCCCC2)cc1	7%	-1%	.
COc1cc(CC(NC(C)=O)C(=O)NC2CCN(c3c(Cc4ccccc4)c(C)nc4ncnn34)CC2)cc(OC)c1 (stereo unspecified)	3%	-6%	2%
Cc1cc(N2CCCCC2)n2nc(C)c(-c3ccccc3)c2n1	5%	-2%	8%
Cc1ccccc1C(=O)Nc1sc2c(c1C(=O)O)CCC2	3%	1%	-3%
Cc1nc2cc(C(F)(F)F)ccc2n1C1CCN(CC(=O)NC(C)(C)C)CC1	0%	-4%	-11%
O=C(NC(=S)NCc1ccccc1)c1ccccc1F	-2%	.	-2%
O=C(Oc1ccc2c3c(c(=O)oc2c1)CCCC3)c1ccco1	1%	?	-12%
N/C(=N\O)c1ccc(N2CCN(c3ncccc3C(F)(F)F)CC2)nc1	-1%	?	-13%
Cc1ccc(N(CCC#N)C(=O)CSc2nc3ccccc3c(=O)[nH]2)cc1	0%[56.1 µM]	.	-18%
C/C(CCc1ccc2c(c1)OCO2)=N\NC(=S)NC(C)C	7%	-5%	12%
O=C(OCC(=O)N1CCCC1=O)c1cc(Cl)ccc1O	.	2%	8%
Cc1ccc(NC(=O)c2ccc3ccccc3n2)cc1S(=O)(=O)N(C)C	3%	-2%	8%
Cc1ccc(N=C2C(=O)Nc3ccc(Br)cc32)cc1	.	-2%	-8%
CCOC(=O)C1CN(S(=O)(=O)c2ccccc2)c2cc(S(=O)(=O)CC)ccc2O1 (stereo unspecified)	-4%	1%	-2%
COc1ccc(C(=O)Nc2c(N)nc(SCC(=O)Nc3ccc(NC(C)=O)cc3)[nH]c2=O)cc1OC	0%	10%	-3%
COc1ccccc1Cn1c(CNS(=O)(=O)c2ccc(CC(C)C)cc2)nc2cccnc21	7%	.	2%
Cc1ccccc1CN1C(=O)c2ccccc2Sc2ccc(C(=O)N3CCOCC3)cc21	5%	.	14%
COc1cc(OC)c(NC(=O)C2CCN(S(=O)(=O)c3c(C)noc3/C=C/c3c(C)cc(C)cc3C)CC2)cc1Cl	-2%	.	15%
Cc1c(NC(=O)Nc2ccc(Cl)c(Cl)c2)sc2nc3n(c(=O)c12)CCC(C)CC3 (stereo unspecified)	-2%	.	22%
CC(=O)c1ccc(N2CCN(C(=O)c3ccc(Cn4c(=S)[nH]c5ccc(N6CCOCC6)cc5c4=O)cc3)CC2)cc1	2%	-8%	-4%
Cc1ccc(S(=O)(=O)N2CCCCC2)cc1NC(=O)c1ccc2ccccc2n1	7%	11%	3%
Cc1nnsc1C(=O)NNC(=O)Nc1ccccc1	2%	-2%	21%
CCc1ccc(NC(=O)c2ccc(F)c(S(=O)(=O)N(CC)c3ccccc3)c2)cc1	1%	1%	-11%
Cn1nc(-c2ccccc2)c(CSc2cccc(Cl)c2)c1Cl	.	7%	1%
Nc1nnn(CC(=O)N/N=C/c2ccco2)n1	-3%	5%	21%
O=C(NC1CCCc2ccccc21)C1CCN(S(=O)(=O)c2cnc[nH]2)CC1 (stereo unspecified)	0%	9%	5%
CCCC12CN3CC(C)(CN(C1)C31C(=O)Nc3ccc(C)cc31)C2=O (stereo unspecified)	3%	-4%	-2%
CC(=O)c1ccc(N2CCN(C(=O)Cn3cnc(S(=O)(=O)N4CCCCC4)c3)CC2)cc1	-1%	-5%	-11%
Cc1ccccc1CSc1nnc(-c2ccccc2)c(=O)[nH]1	7%	8%	3%
NS(=O)(=O)C#Cc1ccccc1	6%	0%	.
